# High-throughput results as filed in PubChem BioAssay.
# PAFAH1B2 FP inh = blocks human PAF acetylhydrolase 1b catalytic subunit 2. recombinant PAFAH1B2, FP-rhodamine activity probe, fluorescence polarization. inhibition, % at 3.39 µM. actives 1.2% (n = 340,000);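 active = inhibition above the mean of all tested compounds plus 3 SD, cut at about 24% in these data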;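 also: 0% = enzyme with DMSO and 100% = wells lacking PAFAH1B2; many of its hits are not listed in these tables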
# Target sequence (P68402 whole entry, looked up): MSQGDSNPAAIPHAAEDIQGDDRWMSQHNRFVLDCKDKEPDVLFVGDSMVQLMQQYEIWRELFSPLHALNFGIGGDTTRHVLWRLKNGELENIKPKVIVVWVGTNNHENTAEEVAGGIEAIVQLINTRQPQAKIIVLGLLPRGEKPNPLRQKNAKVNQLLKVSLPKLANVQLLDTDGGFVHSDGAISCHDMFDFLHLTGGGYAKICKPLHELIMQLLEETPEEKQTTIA
# * = called active by the depositor.
canonical_smiles | PAFAH1B2 FP inh
Cc1ccc(C(=O)OCC(=O)Nc2ccc(Cl)cn2)cc1S(=O)(=O)N1CCOCC1 | 6.5
COc1ccccc1S(=O)(=O)N1CCn2cccc2C1C (centres undefined) | 3.6
O=C(Nc1ccccc1)N1CCN(c2ccccc2)CC1 | -0.4
Cc1nnc(SCC2=C(C(=O)O)N3C(=O)C(NC(=O)COc4ccccc4)C3SC2)s1 (centres undefined) | 2.2
Cc1ccc(S(=O)(=O)NCC(=O)OC(C)C(=O)NCc2ccc3c(c2)OCO3)cc1 (centres undefined) | 3.0
O=C(CC(c1ccccc1)C1CCCCC1=O)c1ccccc1 (centres undefined) | 6.3
CC12CCC3(CC1CCC1OC12)OCCO3 (centres undefined) | 2.5
CCOc1ccc(C(=O)NCC(=O)OCC(=O)N(C)CC(=O)Nc2ccccc2CC)cc1OCC | -0.1
CC(=O)Nc1ccc(S(=O)(=O)NCCC(=O)NC2CCCCCC2)cc1 | 9.6
CCc1cccc(NC(=O)COC(=O)c2cc(=O)c3ccccc3o2)c1 | 1.0
N#CC1(NC(=O)COC(=O)C2CCN(S(=O)(=O)c3ccc4c(c3)OCCO4)CC2)CCCCC1 | -0.9
CC(C)C[C@@H](CN)NC(=O)c1nc[nH]c1C(=O)N[C@@H](C)C(=O)CNC[C@H](C)NC(=O)c1nc[nH]c1C(=O)N[C@@H](C)C(=O)O | 2.4
CCN(CC(=O)Nc1c(F)cccc1F)C(=O)c1cccc(S(=O)(=O)N2CCCc3ccccc32)c1 | 4.7
CCOC(=O)c1cc(C(=O)NNC(=O)c2cccc([N+](=O)[O-])c2)c(C)nc1C | -6.9
Oc1ccccc1-c1n[nH]c(-c2ccccc2O)n1 | -6.0
CCCN(C(=O)COC(=O)c1nc2nccc(C)n2n1)C1CCS(=O)(=O)C1 (centres undefined) | 5.4
F[B-](F)(F)c1cc2ccccc2s1 | 8.4
Cc1ccccc1N=C1C(=O)Nc2ccccc21 | 3.1
COc1ccc(C(=O)NCCCn2nc(C)cc2C)cc1S(=O)(=O)N1CCOCC1 | 8.7
NC1=NN(c2ccccc2)C(=O)C1 | 6.0
COC(=O)C1(NC(=O)CNC(=O)OCc2ccccc2)CCCC1 | -1.1
Cc1ccc(S(=O)(=O)CCC(=O)OCc2nnc(-c3ccc([N+](=O)[O-])cc3)o2)cc1 | 5.0
O=C(NNC(=O)C1CC1)Nc1ccc(Cl)cc1 | 5.8
Cc1cccc[n+]1CC(=O)c1ccc([N+](=O)[O-])cc1 | -0.3
NC(C(=O)O)C1ON=C(Cl)C1O (centres undefined) | 2.0
CC(C)C[C@H]1CN([C@@H](CC(C)C)CN2CCC[C@@H]2CN2C(=O)C(=O)NC[C@@H]2Cc2ccccc2)C(=O)C(=O)N1CC1CCCCC1 | -4.5
CCOc1cc(C(=O)Nc2ccc(C(=O)NCCN(CC)CC)cc2)ccc1OCC(=O)N1CCOCC1 | -4.0
N#Cc1ccccc1S(=O)(=O)N1CCN(C(=O)c2cccc(S(=O)(=O)N3CCCC3)c2)CC1 | -0.6
OC(COc1ccccc1)CN1CCCCC1 (centres undefined) | 2.4
CCN1CCN(c2ccc(S(=O)(=O)N3CCOCC3)cc2NC(=O)CC(NC(C)=O)c2ccccc2)CC1 (centres undefined) | -8.2
O=C1C2CCC(C2)C1CN1CCOCC1 (centres undefined) | 7.2
CC1CCc2sc(C(=O)NCC3CCCO3)cc2C1 (centres undefined) | 1.7
O=S(=O)(O)c1cc(O)c2ccc(Nc3ccccc3)cc2c1 | 22.4
COc1cccc(CNC(=O)COC(=O)c2cccc(S(=O)(=O)N3CCCC3)c2)c1 | 4.2
CCNC(=O)CSc1nnc(-c2cccc(S(=O)(=O)N3CCOCC3)c2)o1 | 0.4
CC(C)O/C(=N/S(=O)(=O)c1ccc(Cl)cc1)c1ccccc1 | 8.7
O=C(C(Br)=Cc1ccccc1)c1ccccc1 | -1.6
Cc1ccccc1-n1nc(C)c2cc(C(=O)N3CCN(S(=O)(=O)c4ccccc4)CC3)sc21 | 0.2
COc1cc2c(cc1OC)CN(C(=O)CCNC(=O)c1ccc(Br)cc1)CC2 | 4.0
CC12C=CC(=O)C=C1C(F)CC1C3CCC(O)(C(=O)CO)C3(C)CC(O)C12F (centres undefined) | 9.3

# Structures listed so far that contain a thiophene ring, fused or not (3):
canonical_smiles | PAFAH1B2 FP inh
F[B-](F)(F)c1cc2ccccc2s1 | 8.4
CC1CCc2sc(C(=O)NCC3CCCO3)cc2C1 (centres undefined) | 1.7
Cc1ccccc1-n1nc(C)c2cc(C(=O)N3CCN(S(=O)(=O)c4ccccc4)CC3)sc21 | 0.2

# Further records follow.
canonical_smiles | PAFAH1B2 FP inh
COc1cccc2c1C(=O)c1c(O)c3c(c(O)c1C2=O)CC(O)(C(C)=O)CC3OC1CC(O)C(O)C(C)O1 (centres undefined) | 65.3*
CN(C(=O)c1ccc(NC(=O)Cc2ccc(NC(=O)C3CCCN(C(=O)C4CCC4)C3)cc2)cc1)C1CCCC1 (centres undefined) | 1.3
CCN1CCN(c2ccc(S(=O)(=O)N3CCCCC3)cc2NC(=O)CCNC(C)=O)CC1 | -2.1
COc1cccc2c1C(=O)c1c(O)c3c(c(O)c1C2=O)C[C@@](O)(C(=O)CO)C[C@@H]3OC1CC(N)C(O)C(C)O1 (some centres undefined) | 51.8*
CC(C)(C)S(=O)N1Cc2cc(=O)n(Cc3ccccc3)cc2[C@@H]1CCO (some centres undefined) | 3.9
CC(C)Cn1cnc2c(SCCc3ccccc3)nc(N)nc21 | 5.2
CCCN1Cc2cccc(C(=O)Nc3ccc(S(=O)(=O)N4CCCCCC4)cc3)c2C1=O | 7.3
CCOC(=O)C1CCCCN1C(=O)c1cc2ccc(OC)cc2c2cc(OC)c(OC)cc12 (centres undefined) | 3.8
CCCCn1c(N)c(N(Cc2ccccc2)C(=O)COc2ccccc2F)c(=O)[nH]c1=O | -1.3
CC(=O)N1c2ccc(C)cc2Sc2c1ccc1ccccc21 | -0.7
CC(=O)Nc1cc(C)ns1 | 1.8
O=S(=O)(c1ccccc1)N1CCN(C(=S)NC2CCCC2)CC1 | 0.7
CC1CCc2c(ccc3ccccc23)C1=O (centres undefined) | 2.2
O=C(Nc1ccccc1)OCCN1CCOCC1 | 5.7
O=C(O)C1CCCCC1C(=O)Nc1ccc(S(=O)(=O)N2CCOCC2)cc1 (centres undefined) | 3.9
Cc1ccc2c(c1)N(CC(=O)Nc1ccccc1F)C(=O)C(C)O2 (centres undefined) | 5.3
O=C(NCC1CCCO1)c1ccc(S(=O)(=O)Nc2ccc(F)cc2)cc1 (centres undefined) | 3.7
O=C(O)/C(=C/c1ccc(Cl)c([N+](=O)[O-])c1)c1ccc(S(=O)(=O)N2CCCCC2)s1 | 16.3
COc1ccc(CC(=O)Nc2cc(S(=O)(=O)N3CCOCC3)ccc2N2CCOCC2)cc1OC | 9.3
CCc1ccc(CN(C)C(=O)C2=CC=CN3CCS(=O)(=O)N=C23)cc1 | 6.5

# Additional structures follow.
SMILES	PAFAH1B2 FP inh
Cc1ccccc1NC(=O)COC(=O)c1ccc2c(c1)OCCO2	2.4
O=Cc1c[nH]c2cccc(OCc3ccccc3)c12	0.7
COc1cc(CN(C)C(=O)C2CCN(S(=O)(=O)c3cccs3)CC2)ccc1OC(F)F	-1.4
COCCCn1c(SC(C)C(=O)Nc2c(C)n(C)n(-c3ccccc3)c2=O)n[nH]c1=O (centres undefined)	5.1
CN(C)c1ccc(/C=C/C(=O)c2ccc(O)cc2)cc1	-2.9
CC(C)(C)C(=O)NCc1ccc(C(=O)CSc2nnc(-c3ccncc3)n2C2CC2)s1	-1.8
OC(CCCC(O)c1ccccc1)c1ccccc1 (centres undefined)	-2.2
CCN(CC(=O)NCc1cccs1)C(=O)c1cccc(S(=O)(=O)Nc2ccc(F)cc2)c1	-1.2
Cc1cccc(NS(=O)(=O)c2ccc(C)c(C(=O)NC3CCN(Cc4ccccc4)CC3)c2)c1	0.7
CC(=O)Nc1ccc(S(=O)(=O)NCCC(=O)OCC(=O)c2cc(C)ccc2C)cc1	-3.6
Cc1ccc(S(=O)(=O)N2CCCCC2)cc1NC(=O)COC(=O)CN1C(=O)NC2(CC(C)CC(C)(C)C2)C1=O (centres undefined)	5.7
O=C(O)c1ccc(C=NN=C2c3ccccc3-c3ccccc32)cc1	4.8
CCc1sc(C(=O)N(CCCOC)c2c(N)n(CC(C)C)c(=O)[nH]c2=O)cc1C	10.6
Cc1ccccc1-c1cccc([C@@H]2C[C@H]3[C@H](CON3C)CN2C(=O)C(C)(C)C)c1	2.3
COc1ccc(S(=O)(=O)Nc2cccc(S(=O)(=O)N(C)C)c2)cc1[N+](=O)[O-]	2.4
CC(=O)NC(CCC(=O)O)C(=O)O (centres undefined)	-1.1
O=[N+]([O-])c1cc(-c2cccnc2)n[nH]1	5.7
CC(C)(CCc1ccccn1)C(=O)C(CCc1ccccn1)CCc1ccccn1	4.5
NC(=Nc1ccccc1)N(c1ccccc1)c1ccccc1	1.2
COc1cccc(CN(C)C(=O)c2ccc(Cl)c(S(=O)(=O)N3CCCCCC3)c2)c1OC	3.9
Nc1c(N(CCC2=CCCCC2)C(=O)COc2ccc(F)cc2Cl)c(=O)[nH]c(=O)n1Cc1ccccc1	2.1
O=C(/C=C/c1ccccc1)COC(=O)c1ccccc1	6.6
CC(C)c1cc(NCCN2CCOCC2)n2c(nc3ccccc32)c1C#N	0.0
C#CCOCCOCCOCCNc1nc(N2CCN(C(=O)[C@H]([C@@H](C)CC)n3cc(CCC(=O)O)nn3)CC2)nc(N2CCN(C(=O)[C@H](CCCCN)n3cc(CC(C)O)nn3)CC2)n1 (some centres undefined)	7.9

# Next section, starting with the last 4 of the part before.
SMILES	PAFAH1B2 FP inh
Nc1c(N(CCC2=CCCCC2)C(=O)COc2ccc(F)cc2Cl)c(=O)[nH]c(=O)n1Cc1ccccc1	2.1
O=C(/C=C/c1ccccc1)COC(=O)c1ccccc1	6.6
CC(C)c1cc(NCCN2CCOCC2)n2c(nc3ccccc32)c1C#N	0.0
C#CCOCCOCCOCCNc1nc(N2CCN(C(=O)[C@H]([C@@H](C)CC)n3cc(CCC(=O)O)nn3)CC2)nc(N2CCN(C(=O)[C@H](CCCCN)n3cc(CC(C)O)nn3)CC2)n1 (some centres undefined)	7.9
CCOc1ccccc1C(=O)N/N=C/c1coc2ccc(Cl)cc2c1=O	2.1
COC(=O)C1C2CC(C(Br)C2Br)C1C(=O)O (centres undefined)	5.5
CC(=O)Nc1ccc(S(=O)(=O)N(C)c2ccc(OCC(=O)Nc3ccccc3C(C)=O)cc2)cc1	-0.9
Cc1nnc(SC(C)C(=O)Nc2ccc(N3CCOCC3)cc2)n1Cc1ccccc1 (centres undefined)	-1.4
CC(=O)C1CCC2C3CC(C)C4=CC(=O)CCC4(C)C3C(=O)CC12C (centres undefined)	3.2
O=C(NCc1ccccc1)c1ccc(C(=O)NCc2ccccc2)cc1	-3.4
CCC1(CC(C)C)SC(N)=NC1=O (centres undefined)	4.4
COc1ccc2c(COC(=O)c3ccc(C)c(S(=O)(=O)N4CCOCC4)c3)cc(=O)oc2c1	3.6

# Sorted by value in PAFAH1B2 FP inh (high to low): some entries from above.
SMILES	PAFAH1B2 FP inh
CCC1(CC(C)C)SC(N)=NC1=O (centres undefined)	4.4
COc1ccc2c(COC(=O)c3ccc(C)c(S(=O)(=O)N4CCOCC4)c3)cc(=O)oc2c1	3.6
CCOc1ccccc1C(=O)N/N=C/c1coc2ccc(Cl)cc2c1=O	2.1
CC(=O)Nc1ccc(S(=O)(=O)N(C)c2ccc(OCC(=O)Nc3ccccc3C(C)=O)cc2)cc1	-0.9

# Going on with the list:
SMILES	PAFAH1B2 FP inh
ON(CCc1ccccn1)Cc1ccccc1	2.4
O=C(NCC1CCCO1)c1cccc(S(=O)(=O)N2CCCCC2)c1 (centres undefined)	-3.4
O=CN(Cc1ccccc1)c1cc([N+](=O)[O-])ccc1OCc1ccccc1	4.1
NC(=O)C1(Nc2ccc(-c3ccc(Cl)cc3)cc2)CCCC1	0.3
CCCCOc1ccc(C(=O)NCC(=O)N2CC(C)OC(C)C2)cc1 (centres undefined)	-3.1
O=C1NC[C@H](Cc2ccccc2)N(C[C@H]2CCCN2C[C@H](Cc2ccccc2)N2C[C@H](Cc3ccc(O)cc3)N(CC3CCCCCC3)C(=O)C2=O)C1=O	5.8
COc1ccc(C)cc1NC(=O)C(c1ccccc1)N1CCN(CC(=O)NC2CC2)CC1 (centres undefined)	3.5
N#Cc1ccc(C(=O)NN2C(=O)NC3(CCCCC3)C2=O)cc1	4.5
COc1ccc(C(CNC(=O)CN2C(=O)NC(C)(c3ccc4ccccc4c3)C2=O)N2CCCC2)cc1 (centres undefined)	-0.6
CCOC(=O)C(=Cc1ccc2c(c1)OCO2)c1ccccc1	1.4
CCN1CCN(c2ccc(S(=O)(=O)N3CCCCC3)cc2NC(=O)c2ccc(C)c(C)c2)CC1	3.7
COc1ccccc1C(=O)NCC(=O)OCC(=O)N1CC(C)OC(C)C1 (centres undefined)	2.1
COc1cccc(C2c3cc4c(cc3OC(C)(N3CCCC3)C2C)OCO4)c1O (centres undefined)	-0.2
O=C(NC1CC1)c1ccc(NC(=O)C2CCCC2)cc1	7.8
Nc1nc(SCC(=O)c2c(N)n(C3CC3)c(=O)[nH]c2=O)n[nH]1	2.6
CCOc1ccc(NS(=O)(=O)c2ccc(C(=O)N(C)CC(=O)Nc3cccc(OC)c3)cc2)cc1	4.8
CCN(C(=O)CSc1nc2scc(-c3ccccc3)c2c(=O)n1N)C1CCS(=O)(=O)C1 (centres undefined)	3.3
CCCC1OC(c2ccco2)OCC1CC (centres undefined)	-0.2
COc1ccc(CC(=O)NNC(=O)c2cc(Cl)ccc2OC)cc1	1.2
COc1ccc(CN(C)C(=O)c2ccc(NC(=O)CC3SC(N4CCCCC4)=NC3=O)cc2)c(OC)c1 (centres undefined)	-2.6
Cc1nc2c(O)c3c(c(O)c2nc1C)C1C=CC3CC1	0.4
OCC(O)C1OCOC(C(O)CO)C1O (centres undefined)	5.5
COc1ccc(-c2cc(=O)c3ccc(O)cc3o2)cc1	4.1
COc1ccc(-c2cc(=O)c3c(C)cc(O)cc3o2)cc1	4.1
CSc1cc(SC)ncn1	3.2
O=C(CN1CCN(S(=O)(=O)c2ccc3c(c2)OCCO3)CC1)Nc1cccc(F)c1	0.4
COc1ccc(N2CCN(C(=O)c3cc(S(=O)(=O)N4CCCCCC4)ccc3OC)CC2)cc1	4.2
O=C(CSc1nnc(COc2ccc(Cl)cc2)o1)Nc1ccc(N2CCOCC2)cc1	0.8

# A portion of the library, so the mix of outcomes need not match the whole.
